S100A4 MyoIIA – S100A4-myosin IIA interaction inhibition; AID 652163; 360,000 compounds, 0.14% hits; P26447; inhibition, % at 10.7 µM; S100A4/TAMRA-MyoIIA peptide fluorescence polarization;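 active means mean inhibition of at least 70% across replicates, with every replicate also reaching that level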
Target sequence (P26447 whole entry, looked up): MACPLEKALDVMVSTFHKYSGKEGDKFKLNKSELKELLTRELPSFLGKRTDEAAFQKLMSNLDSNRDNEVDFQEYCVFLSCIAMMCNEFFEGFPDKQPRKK
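Material: S100A4 monomer protein / Buffer or medium: 50 mM HEPES pH 7.2, 10 mM CaCl2, 100 mM KCl / Times: 5 min incubation before reading / Benchmarks: neutral control DMSO, positive control TFP / Reagent: labelled myosin peptide probe, 5 nM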
LGR2 antag – Drosophila LGR2 receptor signaling inhibition | HEK293 LGR2, CRE-luciferase, bursicon-stimulated, 4 h | inhibition, % at 9.99 µM | 380,000 compounds, 0.35% hits;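 active means drop in luminescence signal, shown as inhibition above about 50% in the replicate tests, limit read from the data, passing the limit was not always enough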;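 further: agonist challenge used bursicon conditioned medium at about half maximal strength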
esBAF inh – blocks esBAF chromatin remodeling in mouse ES cells; Bmi1-luciferase knock-in reporter, 24 h; 100% = twice the neutral-well signal; reporter increase, % at 12.5 µM; 350,000 compounds, 2% hits; in the data active means activation above about 40%;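 further: 0% = median of the plate's neutral control wells and 100% = double that signal; a rise in the Bmi1 reporter signal indicates esBAF inhibition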
FN deposit inh – fibronectin deposition inhibition. AH1F fibroblasts, Alexa488-fibronectin deposition fluorescence, overnight. inhibition, % at 12.6 µM. 350,000 compounds, 0.086% hits;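 active means mean inhibition across replicates of 30% or more, regardless of how many single replicates reach that level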;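 further: positive control wells lacked labelled fibronectin entirely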
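Assay system: AH1F fibroblast monolayer, labelled fibronectin deposition. Amount: 10000 cells per well. Also added: labelled fibronectin 24 nM. Compound: single-point pinned compound. Incubation: cell attachment 1 h, compound and FN exposure overnight. Detection: fluorescence after three HBSS washes, excitation 485 nm, emission 525 nm. Read-out: inhibition of fibronectin deposition signal.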
SIRT5 inh – sirtuin-5 (human) deacylase inhibition; Q9NXA8; Purified SirT5, succinyl-peptide AMC, trypsin-coupled fluorescence; inhibition, % at 15 µM; 330,000 compounds, 1.1% hits; AID 652115; in the data active means inhibition above about 15%
Target sequence (Q9NXA8 whole entry, looked up): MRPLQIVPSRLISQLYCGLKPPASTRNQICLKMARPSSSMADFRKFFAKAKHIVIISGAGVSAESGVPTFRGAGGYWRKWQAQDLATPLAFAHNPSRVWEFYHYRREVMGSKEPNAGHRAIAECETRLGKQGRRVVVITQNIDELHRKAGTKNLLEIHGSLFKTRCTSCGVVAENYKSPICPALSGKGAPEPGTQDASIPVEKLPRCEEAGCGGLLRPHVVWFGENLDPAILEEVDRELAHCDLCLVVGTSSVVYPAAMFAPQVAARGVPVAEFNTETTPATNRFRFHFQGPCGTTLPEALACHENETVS
CASP6 VEID inh – inhibitors of human caspase-6; purified caspase-6, Z-VEID-R110 cleavage fluorescence; P55212; inhibition, % at 12.5 µM; 350,000 compounds, 0.53% hits; AID 686996;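 active means mean inhibition across replicates at least about 35%, with every replicate also reaching that limit, limit read from the data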;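 further: 0% = median of neutral control wells and 100% = no fluorescence left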
Target sequence (P55212 24-179 limits assumed): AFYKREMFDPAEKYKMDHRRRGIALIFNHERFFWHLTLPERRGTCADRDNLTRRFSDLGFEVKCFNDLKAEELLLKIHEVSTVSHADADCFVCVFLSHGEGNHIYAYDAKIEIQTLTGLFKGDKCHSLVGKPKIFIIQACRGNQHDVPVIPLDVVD
Target sequence (P55212 194-293 limits assumed): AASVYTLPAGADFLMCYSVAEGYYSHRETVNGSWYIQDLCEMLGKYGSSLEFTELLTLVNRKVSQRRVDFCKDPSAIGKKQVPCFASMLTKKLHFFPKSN
Statin myotox sup – suppressors of simvastatin-induced myotoxicity in C2C12 myotubes | ATP luminescence, 48 h; scaled: DMSO 0, geranylgeraniol control 100 | 330,000 compounds, 0.78% hits | rescue of ATP level, % at 7.49 µM | AID 602340;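 active means mean ATP rescue above about 67%, or every replicate alone reaching that limit, limit read from the data, passing the limit was not always enough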;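 further: myotubes were challenged with 10 µM simvastatin during compound exposure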
Starred values were filed as active, the others as inactive; / = no result given; & = joins results of further samples. This is a subset, so the mix of outcomes need not match the whole.

mol	LGR2 antag	S100A4 MyoIIA	CASP6 VEID inh	FN deposit inh	SIRT5 inh	esBAF inh	Statin myotox sup
CSCC[C@H](NC(=O)Nc1ccc(C)cc1C)C(=O)O	/	7	/	/	/	-1	7
COc1cc(OC)c2cc[nH]c2c1	/	17	1	3	-5	/	/
COc1ccc(OC)c2c1C(=O)C(Cl)=C(Cl)C2=O	90*	2	9	60*	2	/	/
c1ccc(Cn2nnnc2-c2ccco2)cc1	/	/	/	6	/	0	5
Oc1ccc(-c2[nH]ncc2-c2cccc3cccnc23)c(O)c1	/	/	/	-5	/	14	39
CSc1ncccc1C(=O)Nc1ncc(C)s1	-14	-8	-1	1	-2	3	4
CCCCOc1ccc(C2/C(=C(\O)c3ccc4c(c3)OCCO4)C(=O)C(=O)N2CCCN2CCOCC2)cc1 (configuration not stated)	-4	-8	1	3	8	10	5
CCCC#Cc1ccc2c(c1)O[C@H](CN(C)C(=O)c1ccccc1)[C@H](C)CN([C@H](C)CO)S2(=O)=O	1	-1	2	-11	5	2	-28
CCOC(=O)CN1C(=O)N[C@@H](c2cccs2)C(C(C)=O)=C1C	4	38	1	4	-5	-4	7
CC(C)NC(=O)c1cc(-n2cnnc2)ccc1Cl	-10	/	/	6	/	-6	13
COc1ccc(NC(=O)Nc2ccc3c(c2)C(=O)N([C@H](C)CO)C[C@@H](C)[C@H](CN(C)S(=O)(=O)c2cn(C)cn2)O3)cc1	-2	6	0	7	4	-5	/
CCCC#Cc1ccc([C@@H]2[C@@H](CO)N3CCCCN(S(=O)(=O)CC)C[C@@H]23)cc1	0	-3	1	/	1	/	/
Cc1cc(C(=O)CSc2nc3ccccc3c(=O)n2C)c(C)n1Cc1ccc2c(c1)OCO2	/	/	/	2	/	-30	-18
CCOc1ccccc1NC(=O)c1cc(=O)c2ccccc2o1	11	-2	-2	3	-7	-4	4
COc1ccc(C(=O)NC(=S)NNC(=O)c2cccnc2)cc1	22	-10	-1	3	2	-3	-5
COc1cc(C(=O)NNC(=O)COc2ccc(Br)cc2)ccc1OCC(=O)N1CCOCC1	2	3	1	3	9	-4	15
CC1CCCN(C2(O)C(=O)Nc3c(C(F)(F)F)cccc32)C1 (configuration not stated)	-8	1	6	1	3	14	3
C[C@H](CO)N1C[C@H](C)[C@H](CN(C)C(=O)Nc2ccc(-c3cccs3)cc2)OCc2cnnn2CCCC1=O	-7&-7	-5&1	1&1	1&3	-2&-2	9&1	0&9
CC(=O)N1CCCCN2[C@H](C1)[C@@H](c1ccc(-c3ccc(F)cc3)cc1)[C@@H]2CO	-1	10	-1	/	7	/	/
CCCCN1C(=O)C(CC(=O)NCCCN(C)C)CC(C(=O)N(C(C)C)C(C)C)=C1C (configuration not stated)	10	6	-3	-9	/	/	/
C/C=C/c1ccc([C@H]2[C@@H](CO)N(C(C)=O)[C@H]2CNC(=O)NCCC)cc1	3	17	-1	-7	0	/	/
CCC(=O)c1ccc(N2CCN(C(=O)c3ccccc3)CC2)c(F)c1	2	-11	88*	0	-3	/	/
O=C(OCC(=O)N(CCc1ccccc1)Cc1ccccc1)c1ccccc1NCCO	-17	0	3	-1	-2	/	/
CO[C@H]1CN(C)C(=O)c2ccc(NC(=O)Nc3cc(F)ccc3F)cc2OC[C@H](C)N(C)C[C@@H]1C	-2	-2	-1	-2	10	/	/
Cc1ccc(C)c(N(CC(=O)NC2CCCC2)C(=O)c2cc3cc4cccc(C)c4nc3s2)c1	5	8	0	/	1	3	-1
O=C(O)c1c2c(nc3ccc(S(=O)(=O)N4CCC(C(=O)NCc5ccccc5Cl)CC4)cc13)CCCC2	-16	1	44*	-4	1	-7	77*
CC1(C(=O)NS(=O)(=O)c2cccc(C#N)c2)CCN1C(=O)c1ccccc1CCc1ccccc1 (configuration not stated)	-6	0	-1	10	/	-3	-7
CSc1nc2c(c(=O)[nH]c(=O)n2C)n1Cc1ccccc1	-15	1	-1	2	-5	9	2
Cc1ccc(S(=O)(=O)N(C)C[C@H]2Oc3ncc(C#CC4(O)CCCC4)cc3C(=O)N([C@H](C)CO)C[C@@H]2C)cc1	-19	-8	-2	-3	7	4	-34
COc1ccc(NC(=O)c2ccc3c(c2)C(=O)N(CC2CCCO2)C3=O)cc1O (configuration not stated)	-1	-3	4	10	-3	5	0
O=C1C(=O)N(CCCn2ccnc2)C(c2ccc(Br)cc2)/C1=C(\O)c1ccc2c(c1)OCCO2 (configuration not stated)	23	2	-6	4	-1	4	-5
CN(C)C(=O)N1CCC(C(=O)N2CCCC(C(=O)c3cccc4ccccc34)C2)CC1 (configuration not stated)	-2	0	-2	5	-2	/	/
CNC(=O)C[C@H]1CC[C@@H]2[C@H](COc3ccc(NC(=O)c4ccccc4OC)cc3C(=O)N2C)O1	-7	8	-1	-16	1	18	8
COc1ccc(NC(=O)Nc2ccc3c(c2)CC(=O)N([C@H](C)CO)C[C@@H](C)[C@H](CN(C)Cc2ccc(-c4ccccc4)cc2)O3)cc1	7	1	-28	/	7	2	4
COCCN(Cc1ccccc1)C(=O)c1ccc2c(=O)n3c(nc2c1)CCC3	8	-11	4	1	-2	-1	0
COc1cccc(S(=O)(=O)Nc2ccc3c(c2)[C@@H]2C[C@@H](CC(=O)N4CCCCC4)O[C@@H](CO)[C@@H]2O3)c1	-12	-10	0	/	-2	5	3
Cc1ccccc1-n1nc(SCC(=O)O)sc1=S	-12	0	2	0	1	4	-2
CC(C)NC(=O)N(C)C[C@@H]1OCCCC[C@@H](C)Oc2ccc(NC(=O)CCC(F)(F)F)cc2C(=O)N([C@H](C)CO)C[C@@H]1C	5	-4	1	0	-5	/	/
O=C(Nc1n[nH]c(C(F)(F)F)n1)C1CC1	11	5	1	4	-3	-3	-1
Cc1ccccc1-c1cnc2c(c1)C(=O)N([C@H](C)CO)C[C@@H](C)[C@@H](CN(C)Cc1ccccc1F)O2	20	9	-1	-1	-4	-4	25

Reprinted at random: 5 entries already listed
mol	LGR2 antag	S100A4 MyoIIA	CASP6 VEID inh	FN deposit inh	SIRT5 inh	esBAF inh	Statin myotox sup
CCOc1ccccc1NC(=O)c1cc(=O)c2ccccc2o1	11	-2	-2	3	-7	-4	4
CCCCOc1ccc(C2/C(=C(\O)c3ccc4c(c3)OCCO4)C(=O)C(=O)N2CCCN2CCOCC2)cc1 (configuration not stated)	-4	-8	1	3	8	10	5
O=C(Nc1n[nH]c(C(F)(F)F)n1)C1CC1	11	5	1	4	-3	-3	-1
CCOC(=O)CN1C(=O)N[C@@H](c2cccs2)C(C(C)=O)=C1C	4	38	1	4	-5	-4	7
C[C@H](CO)N1C[C@H](C)[C@H](CN(C)C(=O)Nc2ccc(-c3cccs3)cc2)OCc2cnnn2CCCC1=O	-7&-7	-5&1	1&1	1&3	-2&-2	9&1	0&9

The list continues:
mol	LGR2 antag	S100A4 MyoIIA	CASP6 VEID inh	FN deposit inh	SIRT5 inh	esBAF inh	Statin myotox sup
CCN(CC)CCn1c2c(c(SCC(=O)Nc3cc(C)ccc3C)nc1=O)CCC2	7	1	-3	-6	-1	0	22
CCC(C)(C(=O)NC1CCCC1)N(Cc1cccs1)C(=O)Cc1cccs1 (configuration not stated)	7	/	/	/	/	-12	3
CCn1c(C)c(C(C)=O)c(N2CCN(c3ccc(OC)cc3)CC2)nc1=S	13	-18	22	/	7	/	/
O=C(COc1ccccc1Cl)Nc1nnc(S(=O)(=O)N2CCCCCC2)s1	/	-1	-1	-4	-2	11	0
CC1(Cc2ccc(S(C)(=O)=O)cc2)C(=O)Nc2ccc(Cl)cc21 (configuration not stated)	-6	8	1	6	-3	1	2
CCOc1ccc(NC(=O)CN(C)C(=O)C2CC2C)cc1OCC (configuration not stated)	8	-8	2	-2	-7	-11	0
O=C(Nc1cc(Cl)ccc1N1CCOCC1)C1CC1	-47	-4	1	-4	-3	7	13
CC(=O)N1CCc2cc(NC(=O)C3(C)CCN3Cc3ccccc3OC(F)F)ccc21 (configuration not stated)	13	5	-1	/	-1	-5	-14
CCn1c(CNc2nc(-c3ccccc3)cs2)nnc1SCC(=O)NCc1ccccc1	/	/	/	7	/	9	7
C[C@@H]1CN([C@@H](C)CO)C(=O)c2cc(NC(=O)Nc3ccc4c(c3)OCO4)ccc2O[C@H]1CN(C)Cc1ccccc1	-6	9	0	/	2	1	-47
CSc1ncccc1C(=O)NCC(c1cccs1)N1CCOCC1 (configuration not stated)	-1	-8	-86	-1	-2	/	/
CCCC(=O)C1=C(O)C(c2cccc(Oc3ccccc3)c2)CCC1=O (configuration not stated)	-7	1	-1	2	2	-7	-10
CCc1cc(=O)oc2cc(C)cc(OCC(C)=O)c12	4	-9	-3	-1	-10	/	/
O=C(COC(=O)c1ccc[nH]c1=O)NCCC1=CCCCC1	13	1	-2	-2	/	-10	-7
O=c1[nH]c2ccc(S(=O)(=O)N3CCN(Cc4ccccc4)CC3)cc2[nH]c1=O	/	6	4	/	1	-11	-11
CCOC(=O)C1(N(CC)CC)Sc2cc(C)ccc2NC1=O (configuration not stated)	/	/	/	10	/	-28	-11
CC(C)c1ccc(/C=N/NC(=O)c2ccc(-n3cnnn3)cc2)cc1	11	6	0	5	-3	4	-9
CCOC(=O)N1CCN(S(=O)(=O)c2ccc([N+](=O)[O-])cc2)CC1	5	5	3	/	/	/	/
Cn1c(N2CCOCC2)c(C=O)c2ccccc21	14	4	0	3	0	9	12
CCC(=O)NC(=S)Nc1ccc(NC(=O)COc2ccc(Cl)cc2Cl)cc1	-35	-2	2	/	0	16	24
C[C@H](NC(=O)[C@H](Cc1ccccc1)n1c(=O)[nH]c2ccccc2c1=O)C(=O)N1CCC(C(=O)O)CC1	-6	2	-4	/	15*	2	-1
C[C@H]1CN([C@@H](C)CO)S(=O)(=O)c2ccc(Br)cc2O[C@H]1CN(C)S(C)(=O)=O	2	37	-1	7	8	-6	/
COc1ccccc1NC(=O)N1CCCCN2[C@@H](CO)[C@@H](c3ccc(C#CC4CC4)cc3)[C@@H]2C1	/	-5	3	/	0	/	/
COCCn1c(SCC(=O)N2CCCCC2)nc2ccccc2c1=O	2	2	1	/	-4	-4	11
CCOc1ccc(NC(=O)C2CCN(S(=O)(=O)c3ccc4c(c3)N(C(C)=O)CCO4)CC2)cc1	7	-1	-1	-9	1	4	-8
COc1ccc(F)cc1-c1cc(C(=O)NCc2cc(C(F)(F)F)cc(C(F)(F)F)c2)[nH]n1	22	2	-3	4	-1	-6	1
C[C@H](CO)N1C[C@H](C)[C@H](CN(C)C(=O)CN(C)C)Oc2ncc(C#C[C@@H](C)O)cc2C1=O	19	-4	-2	1	2	-4	/
O=C(CSc1nccc(=O)[nH]1)N1N=C2/C(=C/c3ccco3)CCCC2C1c1ccco1 (configuration not stated)	-9	-1	21	/	2	1	13
Fc1cccc(Cl)c1COc1ccc(-c2nnco2)cc1	-41	2	3	2	-4	7	26
CCN(CC)C(=O)c1cccc(-c2csc(C(O)c3ccc(F)c(OC)c3)n2)c1 (configuration not stated)	/	-1	-1	-3	/	-1	-15
CC(C)NC(=O)Nc1ccc2c(c1)C(=O)N([C@H](C)CO)C[C@@H](C)[C@H](CN(C)C(=O)Nc1ccc3c(c1)OCO3)O2	3	5	-1	/	/	3	-2
Cc1c(C(=O)N2CCN(c3ccc(F)cc3)CC2)sc2nc3n(c(=O)c12)CCC3	16	-3	2	-2	-2	-2	7
CCc1ccc(CN(C)C(=O)CCc2nnc(-c3ccc(-c4ccccc4)cc3)o2)nc1	-2	-48	1	3	13	-18	0
C/C=C/c1cnc2c(c1)C(=O)N([C@H](C)CO)C[C@H](C)[C@@H](CN(C)S(=O)(=O)c1cn(C)cn1)O2	11	3	3	/	-22	-1	3

Source: PubChem
